JMJD2A Tudor – qHTS Assay for Inhibitors of JMJD2A-Tudor Domain | Lysine-specific demethylase 4A (Homo sapiens), O75164 | AlphaScreen JMJD2A-Tudor / H3K4me3 peptide binding | Potency, µM (highest dose often 114 µM), for inactives: at the top dose activity change, negative = inhibition, hits mostly inhibitors | actives 4.4% (n = 390,000); also: % is scaled to controls: 0 for no effect and ±100 for the full control effect; nearly all actives have a fitted effect of over 50% in size
BAZ2B block – qHTS Assay for Inhibitors of BAZ2B | actives 4.4% (n = 360,000) | AID 504333, 2011 | Bromodomain adjacent to zinc finger domain protein 2B (Homo sapiens), Q9UIF8 | AlphaScreen BAZ2B-H3K14Ac peptide displacement | Potency, µM (doses to about 114 µM), for inactives: at the highest dose activity change, negative = inhibition, actives largely listed as inhibitors; also: % is scaled to controls: 0 for no effect and ±100 for the full control effect; nearly all actives have a fitted effect of over 60% in size
Target sequence (Q9UIF8 whole entry, looked up, the tested form may be a part): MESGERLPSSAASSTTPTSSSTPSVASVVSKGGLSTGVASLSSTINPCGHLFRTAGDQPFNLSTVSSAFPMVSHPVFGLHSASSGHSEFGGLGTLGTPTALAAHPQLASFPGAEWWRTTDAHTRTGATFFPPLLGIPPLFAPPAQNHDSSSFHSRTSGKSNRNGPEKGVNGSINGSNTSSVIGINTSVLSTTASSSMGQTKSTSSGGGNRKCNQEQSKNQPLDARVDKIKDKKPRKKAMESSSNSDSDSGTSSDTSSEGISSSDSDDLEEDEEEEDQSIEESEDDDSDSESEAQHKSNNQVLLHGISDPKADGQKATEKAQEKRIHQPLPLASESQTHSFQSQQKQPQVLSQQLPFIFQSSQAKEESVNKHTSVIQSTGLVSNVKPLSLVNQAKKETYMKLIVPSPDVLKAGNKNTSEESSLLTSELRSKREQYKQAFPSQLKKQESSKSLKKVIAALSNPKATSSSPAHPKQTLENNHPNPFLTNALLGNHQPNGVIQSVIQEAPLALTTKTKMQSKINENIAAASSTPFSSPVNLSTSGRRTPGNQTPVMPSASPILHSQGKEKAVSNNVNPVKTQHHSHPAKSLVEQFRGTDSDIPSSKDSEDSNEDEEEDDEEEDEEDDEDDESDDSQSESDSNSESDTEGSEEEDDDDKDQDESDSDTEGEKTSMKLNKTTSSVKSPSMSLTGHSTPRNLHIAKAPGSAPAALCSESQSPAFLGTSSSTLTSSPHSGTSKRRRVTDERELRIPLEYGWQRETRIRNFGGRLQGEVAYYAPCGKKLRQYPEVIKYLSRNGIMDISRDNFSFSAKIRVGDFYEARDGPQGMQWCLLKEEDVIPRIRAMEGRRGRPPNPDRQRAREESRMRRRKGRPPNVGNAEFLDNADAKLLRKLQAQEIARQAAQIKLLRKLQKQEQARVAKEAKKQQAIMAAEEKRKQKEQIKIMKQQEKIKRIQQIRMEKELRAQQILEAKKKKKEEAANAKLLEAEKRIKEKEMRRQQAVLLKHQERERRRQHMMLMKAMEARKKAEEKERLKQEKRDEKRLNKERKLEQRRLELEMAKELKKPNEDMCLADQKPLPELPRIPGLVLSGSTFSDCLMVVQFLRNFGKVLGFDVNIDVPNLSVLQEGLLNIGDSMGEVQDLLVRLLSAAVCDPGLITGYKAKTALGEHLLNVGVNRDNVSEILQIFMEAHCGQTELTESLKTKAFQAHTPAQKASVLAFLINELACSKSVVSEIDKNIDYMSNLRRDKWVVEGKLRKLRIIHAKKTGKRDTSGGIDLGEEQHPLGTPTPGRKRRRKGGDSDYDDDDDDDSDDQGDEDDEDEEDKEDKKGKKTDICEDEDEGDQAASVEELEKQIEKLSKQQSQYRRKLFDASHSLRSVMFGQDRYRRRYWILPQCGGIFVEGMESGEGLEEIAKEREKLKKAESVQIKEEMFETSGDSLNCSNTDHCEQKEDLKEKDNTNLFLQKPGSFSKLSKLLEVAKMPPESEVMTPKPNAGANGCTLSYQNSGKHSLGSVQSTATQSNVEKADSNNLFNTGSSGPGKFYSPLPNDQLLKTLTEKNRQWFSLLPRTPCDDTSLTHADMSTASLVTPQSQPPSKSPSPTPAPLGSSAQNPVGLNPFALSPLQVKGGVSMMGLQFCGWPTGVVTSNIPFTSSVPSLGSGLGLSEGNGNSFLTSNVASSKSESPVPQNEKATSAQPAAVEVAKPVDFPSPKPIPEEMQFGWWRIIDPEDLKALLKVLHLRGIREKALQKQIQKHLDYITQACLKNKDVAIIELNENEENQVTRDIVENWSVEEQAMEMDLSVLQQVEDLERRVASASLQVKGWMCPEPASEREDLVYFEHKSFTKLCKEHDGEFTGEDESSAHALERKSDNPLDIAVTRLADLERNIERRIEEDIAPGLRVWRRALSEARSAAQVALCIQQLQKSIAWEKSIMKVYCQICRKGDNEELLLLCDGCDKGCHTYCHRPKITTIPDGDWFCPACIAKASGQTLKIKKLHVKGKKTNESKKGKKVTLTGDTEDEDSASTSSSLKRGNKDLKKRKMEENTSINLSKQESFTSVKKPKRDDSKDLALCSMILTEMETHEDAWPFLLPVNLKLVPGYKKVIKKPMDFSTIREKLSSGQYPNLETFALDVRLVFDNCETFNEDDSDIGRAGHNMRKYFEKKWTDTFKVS
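Complex of BAZ2B and biotin-H3K14Ac (50 nM apiece) forms over 30 min at RT, then faces library compounds up to 110 uM for another 30 min; AlphaScreen beads added, 20 min dark incubation, luminescence read.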
BLM inh – qHTS Assay for Inhibitors of Bloom's syndrome helicase (BLM). RecQ-like DNA helicase BLM (Homo sapiens), P54132. recombinant BLM DNA unwinding, fluorescence dequenching. Potency, µM (series often up to 56.1 µM), without a hit: top-dose activity change, negative = inhibition, usual class: inhibitors. actives 0.2% (n = 350,000). AID 2528, 2010;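 also: plate controls were vehicle for no effect and no enzyme for full effect; nearly all actives have a fitted effect of over 35% in size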
G9a inh – qHTS Assay for Inhibitors of Histone Lysine Methyltransferase G9a | G9a H3K9 monomethylation, AlphaScreen, 2 h | Potency, µM (titrated, usually from 102 µM), for inactives: top-dose activity, negative = inhibition, hits mostly inhibitors | actives 8.8% (n = 350,000) | AID 504332, 2011; also: % is scaled to controls: 0 for no effect and ±100 for the full control effect; nearly all actives have a fitted effect of over 75% in size
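G9a (20 nM) was preincubated 15 min with compound, then reacted 2 h at room temperature with 500 nM biotin-H3K9 peptide and 20 µM SAM. Monomethyl-H3K9 detected by AlphaScreen using anti-H3K9me1 antibody.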
APE1 inh – qHTS Assay for Inhibitors of the Human Apurinic/apyrimidinic Endonuclease 1 (APE1). actives 0.35% (n = 350,000). Potency, µM (titrated, usually from 65.8 µM), inactives show at the top dose activity change, negative = inhibition, usual class: inhibitors. recombinant APE1, TAMRA/BHQ-2 abasic DNA cleavage fluorescence. AID 2517, 2012. DNA repair nuclease/redox regulator APEX1 (Homo sapiens), P27695;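 also: plate controls were vehicle for no effect and reference inhibitor for full effect; nearly all actives have a fitted effect of over 55% in size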
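Activity was derived from the fluorescence gain between first and third kinetic reads (60 s intervals, ex 525/em 598 nm) after 50 nM THF-abasic TAMRA/BHQ-2 duplex was added to 0.75 nM APE1 preincubated 15 min with compound.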
POLB inh – qHTS Assay for Inhibitors of DNA Polymerase Beta | P06746 | Potency, µM (titrated, usually from 114 µM), for the others: at the highest dose activity change, negative = inhibition, actives largely listed as inhibitors | actives 1.3% (n = 340,000) | AID 485314, 2010 | Pol beta primer extension/strand displacement, fluorescence kinetic; also: % is scaled to controls: 0 for no effect and ±100 for the full control effect
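Pol beta (10 nM) was preincubated with compound for 15 min at room temperature. The reaction was then started with 50 nM substrate and read immediately and after a further 10 min at room temperature.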
POLI inh – qHTS for Inhibitors of Polymerase Iota; DNA polymerase iota (Homo sapiens), Q9UNA4; Pol iota fluorescent replication assay, 10 min; Potency, µM (doses to about 115 µM), for inactives: top-dose activity, negative = inhibition, usual class: inhibitors; actives 1% (n = 390,000); AID 588590, 2011
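Pol iota at 10 nM preincubated 15 min with compounds at room temperature; reaction started with fluorescent substrate, 50 nM final. Fluorescence read kinetically at 0 and 10 min; buffer-only wells as negative control.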
Pol eta inh – qHTS for Inhibitors of Polymerase Eta; AID 588591, 2011; recombinant Pol eta, fluorescent DNA replication assay; Potency, µM (top dose mostly 114 µM), without a hit: at the top dose activity change, negative = inhibition, usual class: inhibitors; actives 1.2% (n = 390,000); also: % is scaled to controls: 0 for no effect and ±100 for the full control effect
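Fluorescent replication assay: 50 nM final substrate added after a 15 min room-temperature compound preincubation with 10 nM enzyme. Signal taken at 0 min and again at 10 min.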
POLK inh – qHTS for Inhibitors of Polymerase Kappa; purified Pol kappa, fluorescent DNA synthesis assay, 10 min; actives 0.53% (n = 400,000); DNA polymerase kappa (Homo sapiens), Q9UBT6; Potency, µM (titrated, usually from 107 µM), inactives show at the top dose activity, negative = inhibition, most hits filed as inhibitors; also: % is scaled to controls: 0 for no effect and ±100 for the full control effect
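Pol kappa 10 nM + cpd, 15 min RT; start w/ substrate 50 nM final; fluorescence kinetic read, 0 and 10 min. Neg ctrl: buffer, no enzyme.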
* hit, by the source's call; ? = inconclusive; / = no result given; [ ] = another dose, or the depositor's remark. Calls follow the shape of the dose curve; as a rule, active = well fitted curve in the direction sought with a large enough effect; inconclusive = small, poorly fitted or top-dose-only effect, or another doubt; inactive = no such curve, though single readings can be large; an effect the other way counts as inactive or inconclusive. Potency is read from the fitted curve at half-maximal effect.

BAZ2B block,BLM inh,POLI inh,JMJD2A Tudor,POLK inh,Pol eta inh,APE1 inh,G9a inh,POLB inh,SMILES
-31%,-2%,20%,-8%,-6%,-6%,-4%,?,8%,O=C(CCN1C(=O)c2ccccc2C1=O)C1=NN[C@@H]2C(=O)N(c3ccc(F)cc3)C(=O)[C@H]12
12%,-7%,4%,-6%,-12%,-3%,1%,9%[59 µM],5%,NC(=O)Cn1cc(C(=O)c2cccs2)c2ccccc21
28%,/,-22%,-16%,-1%,-8%,8%,14%[2.33 µM],/,O=C(O)C1CCCCN1C(=O)c1ccc(S(=O)(=O)N2CCCCCC2)cc1 (configuration not stated)
-12%,2%,49%,-23%,-1%,-19%,-2%,6%,-10%,COc1cc(/C(C)=N\NC(=O)CSc2nc3ccccc3n2C)ccc1O
9%,-2%,84%[activator],?,-9%,-10%,6%,?,?,Cc1cc(C)cc(C(=O)NC2CC(C)(C)NC(C)(C)C2)c1
-6%,2%,-2%,-13%,-11%,-18%,-4%,7%,0%,NC(=O)Cn1c(=O)n(CCC(=O)NCCSCc2ccccc2)c(=O)c2ccccc21
/,/,41%[activator],0%,-14%,-7%,/,/,/,O=C(C=Cc1ccccc1)N1CCCCC1
-5%,-6%,23%,-25%,-4%,-5%,-2%,35µM*,2%,COc1ccc(S(=O)(=O)N(C(=O)c2ccncc2)c2ccc(OC(=O)c3ccncc3)cc2)cc1
1%,-6%,104%[activator],10%,1%,-6%,29%,?,45%,COC(=O)CC1COc2ccccc2N1S(=O)(=O)c1ccc(OC)cc1 (configuration not stated)
-17%,3%,16%,1%,-4%,-14%,-5%,?,18%,Cc1cccn2c(=O)c(/C=N/O)c(NCc3ccccc3)nc12
-38%,-2%,-14%,-1%,-2%,-5%,4%,-39%[59 µM],4%,CCn1cc(C(=O)NCc2cccnc2)c(=O)c2cc(F)c(N3CCN(C(=O)c4ccco4)CC3)cc21
-21%,-5%,38%[activator],-17%,-3%,-24%,-2%,25µM*,2%,COc1cc(/C=C2\N=C(c3ccccc3)NNC2=O)cc(OC)c1OC
18%,-1%,5%,11%,-5%,-3%,13%,-8%[59 µM],?,Cc1cc(N2C(=O)C3CC=CCC3C2=O)cc(C)c1Br (configuration not stated)
3%,-16%,2%,-15%,-8%,-9%,-5%,-4%[12.7 µM],-4%,Cc1ccc(C2(c3ccc(C)cc3)NC(=O)N(Cc3c(C)noc3C)C2=O)cc1
?,4%,-14%,-22%,2%,-8%,6%,/,-1%,Cc1c(OC(C)C(=O)NCC2CCC(C(=O)O)CC2)ccc2c(-c3ccccc3)cc(=O)oc12 (configuration not stated)
-3%,2%,18%,20%,2%,-7%,-2%,-29%[59 µM],-14%,O=C(CN(Cc1ccccc1)S(=O)(=O)c1ccccc1)N1CCOCC1
11%,0%,2%,-6%,-2%[60.1 µM],0%,1%,15%,12%,CS(=O)(=O)N(CC(=O)NCc1ccco1)c1cc(C(F)(F)F)ccc1Cl
78%[activator],-4%,11%,167%[activator],-18%,-18%,1%,164%[activator][59 µM],2%,COC(=O)c1sccc1NC(=O)CCC1CCCC1
0%,52%[activator],60%[activator],-3%,?,-1%,?,13%,4%,CN(C)CCCn1c(N)c(C#N)c2nc3ccccc3nc21
?,-3%,22%,-35%,10%,-12%,-2%,13µM*,-5%,O=C1N(Cc2cccnc2)C[C@@H]2C[C@@H](c3cccc(Oc4ccccc4)c3)N3CCC[C@@]123
-38%,-17%,5%,?,-8%,?,0%,7%[0.501 µM],-1%,COc1ccc(-c2n[nH]c(C)c2-c2ccc(Cl)cc2)c(O)c1
35µM*,-22%,28µM*,56µM*,?,22µM*,13µM*,50µM*,89µM*,Cn1c2ccccc2c2cc(/C=N/NC(=O)c3cc(O)cc(O)c3)ccc21
-13%,-3%,23%,0%,-3%,5%,-1%,13%[12.7 µM],7%,CC(Oc1ccccc1)c1ccnc2nc(N3CCOCC3)nn12 (configuration not stated)
0%,3%,12%,-19%,-10%,-10%,/,-6%[59 µM],12%,CCOc1ccccc1C(=O)N1CCCCC1CCN1CCOCC1 (configuration not stated)
-32%,-17%,26%,?,-2%,-21%,7%,?,-8%,CCCCCCCCCc1nc2sc3c(c2c(=O)n1NC(=O)c1ccc([N+](=O)[O-])cc1)CC(C)(C)OC3
?,-4%,45µM*,-14%,?,18µM*,?,?,?,COc1cc(NC(=O)CSc2nnc3c(n2)[nH]c2ccc(S(=O)(=O)NC(C)C)cc23)cc(OC)c1OC
-14%,-7%,54%[activator],-18%,-11%,6%,4%,41%,0%,CCCNC(=O)c1cccc(Br)c1
1%,3%,14%,-13%,2%,4%,3%,5%[59 µM],3%,O=c1nc2ccccc2c2n1CC(CN1CCN(c3ccc(F)cc3)CC1)N2 (configuration not stated)
2%,0%,86%[activator],-23%,6%,9%,21%,2%,18%,Cc1cc(C)cc(OCC(O)CN2CC(C)OC(C)C2)c1 (configuration not stated)
0%,0%,8%,-16%,-5%,-8%,-5%,15%[59 µM],-1%,CC(C)COc1nc2ccccc2c(=O)n1OCC(=O)O
6%,1%,12%,-17%,-5%,-13%,-2%,14%,-24%,O=C(COC(=O)c1cccc(C(F)(F)F)c1)NCc1ccc(Cl)cc1
2%,-8%,31%[activator],7%,-17%,-1%,-6%,31%,-29%,Cn1c(=O)c(C(=O)NNC(=O)c2ccc(Br)cc2)c(O)c2ccccc21
-2%,0%,75%[activator],-2%,-3%,-17%,0%,/,-2%,O=Cc1cnc(N2CCN(Cc3ccccc3)CC2)s1
/,/,-22%,-16%,-3%,-10%,/,/,/,O=C(Cc1cccc(NC(=O)C2CCN(C(=O)C3CCCCC3)CC2)c1)Nc1cccc(C(=O)N2CCCCC2)c1
4%,/,51%[activator],-23%,-15%,-11%,5%,18µM*,/,CC(=O)Nc1ccc(NC(=O)COC(=O)c2ccccc2SCC(=O)N2CCCC2)cc1
4%,-4%,34%[activator],3%,-5%,-13%,-13%,-6%,-3%,O=C1c2cccc3cccc(c23)C(=O)N1c1ccccc1Cl
1%,-2%,11%,-3%,-11%,-9%,/,-6%[59 µM],-19%,CC1=C(C(=O)Nc2ccc(C)cc2C)C(c2cccs2)n2nc(SCc3ccccc3Cl)nc2N1 (configuration not stated)
-1%,-1%,-11%,-1%,3%,-17%,1%,15%[59 µM],5%,CN(CC(=O)NC1CCN(Cc2ccccc2)CC1)S(=O)(=O)c1ccc2c(c1)c(=O)n(C)c(=O)n2C
9%,1%,-7%,2%,-3%,-2%,-9%,/,1%,O=C(Nc1ccccc1Cl)c1ccc2ccccc2c1
-20%,3%,14%,-13%,-16%,-3%,4%,-1%[59 µM],2%,CCOC(=O)/C=C1\CC(=O)Nc2cc(C)c(C)cc2N1
-12%,3%,25%,-3%,2%,-1%,11%,33%[59 µM],-1%,c1cc(-c2ccncc2)ccn1
0%,-4%,-5%,1%,-7%,-17%,2%,4%,0%,C=C(C)C1CC=C(C)/C(=N/NC(=O)COc2ccccc2Cl)C1 (configuration not stated)
-30%,5%,66%[activator],-2%,-4%,2%,3%,20µM*,0%,Cc1ccc(N=Nc2c(O)[nH]c3ccc(F)cc23)cc1
-10%[57.1 µM],-2%,?,-4%,-8%,11%,15%,11%,26%,CCOc1ccc(-c2c(C(=O)N/N=C/c3ccc(C)o3)nnn2-c2nonc2N)cc1
-28%,-5%,65%[activator],?,3%,-6%,1%,?,-20%,CN1CCN(c2nc(-c3ccccc3)nc(-c3ccc(F)cc3)c2C#N)CC1
-23%,4%,49%[activator],-30%,0%,-9%,2%,?,3%,CCSc1nc2sc3c(c2c(=O)n1-c1ccc(OC)cc1)CCN(C)C3
11%,/,?,-18%,-19%,-2%,5%,-6%[12.7 µM],/,COc1ccccc1-c1nnc(SCC(=O)c2c(N)n(C3CC3)c(=O)[nH]c2=O)n1C
1%,0%,11%,5%,-13%,1%,2%,11%[12.7 µM],2%,COC(=O)Cn1cc(C(=O)C2CC2)c2ccccc21

Quoted from the results shown, 2 compounds:
BAZ2B block,BLM inh,POLI inh,JMJD2A Tudor,POLK inh,Pol eta inh,APE1 inh,G9a inh,POLB inh,SMILES
-2%,0%,75%[activator],-2%,-3%,-17%,0%,/,-2%,O=Cc1cnc(N2CCN(Cc3ccccc3)CC2)s1
/,/,-22%,-16%,-3%,-10%,/,/,/,O=C(Cc1cccc(NC(=O)C2CCN(C(=O)C3CCCCC3)CC2)c1)Nc1cccc(C(=O)N2CCCCC2)c1

Structural class, the entries above with a cyano group.
BAZ2B block,BLM inh,POLI inh,JMJD2A Tudor,POLK inh,Pol eta inh,APE1 inh,G9a inh,POLB inh,SMILES
0%,52%[activator],60%[activator],-3%,?,-1%,?,13%,4%,CN(C)CCCn1c(N)c(C#N)c2nc3ccccc3nc21
-28%,-5%,65%[activator],?,3%,-6%,1%,?,-20%,CN1CCN(c2nc(-c3ccccc3)nc(-c3ccc(F)cc3)c2C#N)CC1

A different layout for some results above:
SMILES	BAZ2B block	BLM inh	POLI inh	JMJD2A Tudor	POLK inh	Pol eta inh	APE1 inh	G9a inh	POLB inh
CN(CC(=O)NC1CCN(Cc2ccccc2)CC1)S(=O)(=O)c1ccc2c(c1)c(=O)n(C)c(=O)n2C	-1%	-1%	-11%	-1%	3%	-17%	1%	15%[59 µM]	5%
O=C(Nc1ccccc1Cl)c1ccc2ccccc2c1	9%	1%	-7%	2%	-3%	-2%	-9%	/	1%

Screening data (PubChem BioAssay)

This is a subset; count on the stated rates, not on these rows.
